# Source: PubChem BioAssay (National Center for Advancing Translational Sciences (NCATS))
# Pf Dd2 inh – Plasmodium falciparum Dd2 growth inhibition; P. falciparum Dd2 growth, SYBR Green, 72 h; Potency, µM (doses to about 28.9 µM), for the others: at the top dose activity, negative = inhibition, hits mostly inhibitors; 120,000 tested, 4.3% active; AID 1347417; active = well fitted inhibition curve with a large enough effect; inconclusive = small, poorly fitted or top-dose-only effect; inactive = no such curve, though single readings can be large or run the other way;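 note: plate controls were DMSO vehicle for no effect and reference drug for full effect; nearly all actives have a fitted effect of over 65% in size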
#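 Readout: SYBR Green fluorescence, 485 nm excitation, 535 nm emission, after ~16 h lysis at 37C. Before that, Dd2-infected red cells (2.5% hematocrit) grew 72 h with compound, 29 uM top final concentration.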
# The depositor's hits bear a star; i = inactive; u = inconclusive; [ ] = dose if it differs, or a comment. Potency is the fitted concentration of half-maximal effect. This is a subset; the hit share may differ from the screen's.
compound	Pf Dd2 inh
CCCN1C(=O)C2(c3ccccc31)c1c(oc3ccc(C)cc3c1=O)C(=O)N2CCOC (stereo not drawn)	u
COC(=O)c1ccc(NC(=O)CSc2nc(=O)n(Cc3ccco3)c3c2CCC3)cc1	-19%
COc1ccc(CN2C[C@H]3CN(Cc4c[nH]c5ccccc45)CCN3C2=O)cc1	u
COc1ccc(-c2nnc3n2CCN([S+](=O)([O-])c2ccc(C)cc2)C3)cc1	u
Cc1ccc(Nc2ncnc3c2nc2n3CCCC2)c(Br)c1	-10%
COCCC(=O)Nc1cccnc1OC1CCN(C)C1 (stereo not drawn)	-19%
COc1ccccc1NC(=O)Cn1nc2c(cc1=O)CN(C(C)=O)CC2	i
O=C1NCCCCCCN(Cc2ccncc2)[C@@H]2CN(C(=O)NC3CCCCC3)CC[C@@H]12	u
COCc1cn(C[C@H]2C[C@@H](NCc3cccnc3)[C@H](O)[C@@H]2O)nn1	21%[44.1 µM]
CCc1ccccc1NC(=O)CSc1nc2ccccc2nc1Cc1cccc(OC)c1	i
Cc1ccc(-c2nnn3c2nc(NC2CCC(C)CC2)c2ccccc23)cc1 (stereo not drawn)	u
Cc1nn(-c2ccccc2)c2c1cc1c(=O)n(C)c(=O)nc-1n2-c1cccc(Cl)c1	u
COC(=O)N1CCc2nc(-c3ccccc3)nc(-c3ccc(Cl)cc3)c2C1	i
Cc1ccc(-c2nn(-c3ccc(F)cc3F)c3c2cnc2ccc(F)cc23)cc1	25%
CC(=O)N1CCC2(CC1)C(=O)NCN2Cc1ccc(Cl)cc1	1%[44.1 µM]
Cc1cc(C)cc(NC(=O)C2CCCN2S(=O)(=O)c2ccc3nc(-c4ccccc4)[nH]c3c2)c1 (stereo not drawn)	i
O=C1N[C@H](CCC(=O)N2CCN(CCc3ccncc3)CC2)C(=O)Nc2ccccc21	-5%
O=C(COc1ccccc1)N1CCC(c2nc(C3CCOCC3)no2)C1 (stereo not drawn)	u
CC(C)n1cccc1C(=O)N1CC[C@H](N2CCN(C)CC2)[C@H](CCC(=O)O)C1	9%
CCOc1ccccc1C(=O)Nc1cc(-c2nc3cccnc3s2)ccc1C	-7%
Cc1cc(C(=O)N2CCC3(CC2)CC(N(Cc2ccccc2)C2CC2)CCO3)n(C)n1 (stereo not drawn)	i
Cc1ccc(F)c(C(=O)NC(C)c2cnn(-c3ccccc3)c2C)c1Cl (stereo not drawn)	5%
COc1ccc(-c2ccc3c(n2)CN(Cc2ccc(F)cc2)C(=O)CO3)cc1	i
COc1cc(OC)c(NC(=O)C(c2ccccc2)N2Cc3ccccc3C2=O)cc1Cl (stereo not drawn)	i
CCc1ccccc1NC(=O)c1ccc(=O)n(Cc2ccc(F)cc2)c1	29%
COC[C@H]1CCCN1[C@@H]1[C@H](O)[C@H](CO)O[C@@H]1CNCc1ccc(F)cc1	i
CCc1nn(CC(=O)N2CCN(c3cccc(C(F)(F)F)c3)CC2)c(=O)c2cc3occc3n12	24%
COc1ccccc1CNC(=O)CCC(=O)N1Cc2ccccc2Oc2ncccc21	23%
COc1cc(OC)c(OC)cc1CN1CCc2nc(N3CCN(c4ccccc4F)CC3)ncc2C1	u
Cc1ccc(-n2nc3ccc(NC(=O)COc4ccccc4)cc3n2)cc1Cl	42%[activator]
CCOc1cc(CN2CCC(C)(c3noc(C4CCOCC4)n3)CC2)ccc1O	u
O=C1Nc2ccc(Br)cc2C(=O)N2CCN(C(=O)C3CCCCC3)C[C@H]12	3%[44.1 µM]
O=C1NC2(CCCN(Cc3ccc(F)cc3)C2)Oc2ccccc21 (stereo not drawn)	u
O=C(c1ccc2c(c1)OCO2)N1CCN(c2cc(-c3ccc(Cl)cc3)[nH]n2)CC1	-19%
CCCCOc1ccc(CN2C[C@@H]3C(=O)N(C)C(=O)[C@@H]3C2)cc1	u
COc1cccc(CC(=O)N2CCC(N3CC(OCC4CC4)C34CCOCC4)CC2)c1 (stereo not drawn)	u
Cc1nc(C2CCCN(C(=O)Cc3ccncc3)C2)cc(N2CCOCC2)n1 (stereo not drawn)	0%
O=C1CC2(CCN(Cc3ccsc3)CC2)Oc2ccccc21	u
Cc1cccc(CN2C(=O)N(c3ccc(C(C)C)cc3)S(=O)(=O)c3ccccc32)c1	14%
COc1ccc(-c2ccc3nnc(CNC(=O)c4ccccc4F)n3n2)cc1	i
O=C1CCN(C(=O)[C@@H]2CCCN2S(=O)(=O)c2ccccc2)CCCCCCN1	u
CNC(=O)CCCN1C(=O)CCn2nc(-c3cn(C)c4ccccc34)cc21	-2%
O=C(CCc1cn2ccccc2n1)N[C@H]1[C@@H]2CCO[C@@H]2[C@@H]1C1CCCC1	-25%
CSc1ccc(CNC(=O)c2nnn3c2COC(c2ccc(F)cc2)C3)cc1 (stereo not drawn)	i
Cc1ccc(C(c2ccccc2)c2c(C)[nH]c3ccccc23)s1 (stereo not drawn)	u
CCC1=C(C(=O)OC)C(c2cccc(C)c2)N2C(CC(=O)N3CCOCC3)=CSC2=N1 (stereo not drawn)	-29%
O=C1NCC2(CCCN(C(=O)c3cn[nH]c3-n3cnnn3)C2)O1 (stereo not drawn)	-6%
CC(C)NC(=O)NCC1CCCN(Cc2ccc3c(c2)OCCO3)C1 (stereo not drawn)	-10%
CC1=C(c2ccc(F)cc2)S(=O)(=O)NC1=NCc1ccccc1Cl	u
COc1ccc(-c2ccc3nc(-c4ccc(SC)cc4)oc3c2)c(OC)c1OC	i
Fc1ccc(C2Cn3nnc(-c4nc(-c5cccc(C(F)(F)F)c5)no4)c3CO2)cc1 (stereo not drawn)	-17%
c1cc(-c2cc(-c3ccncc3)c3cncn3c2)c2[nH]ncc2c1	i
CN(C)c1ccc(C(=O)N2CCCC(Cc3noc(-c4ccncc4)n3)C2)cc1 (stereo not drawn)	u
COC(=O)CN1C(=O)[C@@H]2C[C@@H](O)CN2C2(CN(C3CCOCC3)C2)C1=O	32%[activator][44.1 µM]
CC(=O)N[C@@H]1CN(Cc2cccc(C#N)c2)C[C@H]1CO	18%
COc1cc2nc(C)n(CC(=O)NC3CCCc4c3[nH]c3ccccc43)c(=O)c2cc1OC (stereo not drawn)	u

# Next part:
compound	Pf Dd2 inh
COc1ccc(NC(=O)C(Cc2ccccc2)n2cccc2)cc1OC (stereo not drawn)	-17%
O=C(NCc1ccc(F)cc1)C1=NOC2CN(C(=O)Nc3cccnc3)CC12 (stereo not drawn)	-2%
O=C(Nc1ccc(Cl)c(C(F)(F)F)c1)C(Cc1ccccc1)NS(=O)(=O)c1cccc2nsnc12 (stereo not drawn)	u
CC(=O)N1CCC2(C1)OC(=O)Nc1ccccc12 (stereo not drawn)	-3%[44.1 µM]
CS(=O)(=O)N1CCC(C2CCN(Cc3ccc4c(c3)CCO4)C2)CC1 (stereo not drawn)	u
O=C(OCC1CCCO1)c1ccc2c(c1)N(Cc1ccccc1F)C(=O)c1ccccc1S2(=O)=O (stereo not drawn)	u
CCCCN(CC)CCNc1ncnc2onc(-c3ccc(Cl)cc3)c12	-2%
Cc1c(C)n(C)c2ccc(C(=O)NCCc3ccc(Cl)cc3)cc12	57%[activator]
CCc1ccc(C2=C(C)C(N3CCC(C(=O)Nc4ccc(F)cc4)CC3)=NS2(=O)=O)cc1	28%
COc1ccc(OC)c(Nc2ncc3c(n2)CCN(Cc2cc(OC)c(OC)c(OC)c2)C3)c1	u
O=C(N[C@@H]1CNCCC[C@H]1O)c1ccc(OCCN2CCOCC2)cc1	4%[44.1 µM]
COc1ccc(-c2cnc(Nc3cccnc3)c3c2CCO3)cn1	u
CCOc1ccccc1CNC(=O)[C@H]1CN(C(C)C)C[C@H]1C(=O)O	4%
Cc1ncc2c(c1CNC(=O)CCc1ccc(=O)[nH]n1)CCNC2	5%
Cc1ccc(NC(=O)N2C[C@@H](Oc3cccnc3)C[C@H]2C(=O)N2CCOCC2)cc1C	14%
CCCNC(=O)C[C@@H]1CCN(C(=O)c2ccnc(Cl)c2)C[C@@H]1CC	10%[44.1 µM]
CCc1nn(CC(=O)NCCc2ccc(SC)cc2)c(=O)c2cc3sccc3n12	i
CO[C@@H]1COCC[C@H]1NC(=O)c1cccnc1N(C)C1CCCCC1	-28%
COc1cccc(CN2CCCCCCNC(=O)[C@@H]3C[C@@H](C(=O)NCCc4cnc[nH]4)C[C@@H]32)c1OC	-15%
Cc1cn2nnc(C(=O)N3CCC(C(=O)Nc4ccc(F)c(F)c4)CC3)c2c(=O)[nH]1	-11%
Cc1nn(-c2ccccc2)c2sc(C(=O)Nc3cccc(O)c3)cc12	54%[activator]
COc1cccc(CN2CCC(C(=O)N3CCCCCCNC(=O)CC3)CC2)c1	u
Cc1cccc(C(C(=O)N2CCC(CCn3ccnc3C)CC2)N(C)C)c1 (stereo not drawn)	7.9µM*
Cc1ccc(CNc2nc3c(S(=O)(=O)c4ccc(C)c(C)c4)nnn3c3ccc(Cl)cc23)cc1	i
COc1ccc(CN2C(=O)[C@@H]3C[C@@H](CN3Cc3ccccc3C)Oc3ccccc32)cc1	u
O=C(c1cccc(F)c1)N1CCCC(n2cc(-c3nc(-c4ccccc4)no3)nn2)C1 (stereo not drawn)	u
Cc1ccccc1-c1nnc(SCC(=O)N2CCCc3ccccc32)o1	9%
Cn1ncc2c(C(=O)NCc3cccnc3)cc(C(C)(C)C)nc21	u
Cc1cccc(-c2cnc3n[nH]c(-c4ccc5c(c4)OCO5)c3n2)c1	-18%[44.1 µM]
CCN(C(=O)Cn1c(=O)n(CC2CCC(C(=O)NC)CC2)c(=O)c2sccc21)c1ccccc1 (stereo not drawn)	u
CCCCCC(=O)N[C@@H](Cn1cc(F)c(=O)[nH]c1=O)C(=O)O	u
CC(=O)c1ccc(NC(=O)CSc2nnc(NC(=O)Nc3ccccc3)s2)cc1	i
Cn1cc(C2c3nccn3CCCN2C(=O)c2ncccc2F)cn1 (stereo not drawn)	3%
O=C(C1CCC1)N1CCC(c2noc(-c3cnccn3)n2)C1 (stereo not drawn)	i[5.79 µM]
CC(C)(O)C#Cc1ccc(CN2CCC(CO)(CCCc3ccccc3)CC2)s1	u
COc1ccc(Cn2c(CCC(=O)Nc3ccccc3OC)nc3cccnc32)cc1	u
CN(Cc1cccnc1)c1ccc2ncc(Nc3cccc(N[S+](C)(=O)[O-])c3)n2n1	u
O=C(CC1CCCC1)N1CCC2(CC1)CC(N(Cc1ccc(F)cc1)C1CC1)CCO2 (stereo not drawn)	7.9µM*
CCC(=O)Nc1nnc(S(=O)(=O)N(C)Cc2ccc(Cl)cc2)s1	37%[activator]
Fc1ccccc1-c1cc2c(cn1)CN(Cc1cccnc1)CCN2	u

# Structures from the list above containing a thiophene ring, fused or not, in the order listed:
compound	Pf Dd2 inh
O=C1CC2(CCN(Cc3ccsc3)CC2)Oc2ccccc21	u
Cc1ccc(C(c2ccccc2)c2c(C)[nH]c3ccccc23)s1 (stereo not drawn)	u
CCc1nn(CC(=O)NCCc2ccc(SC)cc2)c(=O)c2cc3sccc3n12	i
Cc1nn(-c2ccccc2)c2sc(C(=O)Nc3cccc(O)c3)cc12	54%[activator]
CCN(C(=O)Cn1c(=O)n(CC2CCC(C(=O)NC)CC2)c(=O)c2sccc21)c1ccccc1 (stereo not drawn)	u
CC(C)(O)C#Cc1ccc(CN2CCC(CO)(CCCc3ccccc3)CC2)s1	u

# Other results:
compound	Pf Dd2 inh
O=C(c1cc(C2CC2)no1)N1C[C@@H](CN2CCCCC2)[C@@H](CO)C1	-2%
CCc1cc(=O)n(CC(=O)Nc2ccc(F)c(Cl)c2)c(N2CCOCC2)n1	i
Cc1ccc(NC(=O)CSc2ncc(S(=O)(=O)c3ccc(C(C)C)cc3)c(=O)[nH]2)cc1C	0%
O=C(Cn1nc2n(c1=O)CCCCC2)NCc1ccc(Cl)cc1	23%
COc1ccc2oc(-c3ccc(C)c(NC(=O)c4ccc(N5CCCCC5)c([N+](=O)[O-])c4)c3)nc2c1	-11%
COc1cccc2c1Oc1ncccc1N(C(=O)CCC(=O)NCc1ccc(OC(C)C)cc1)C2	-23%
COc1ccc(CC(=O)NC2CCN(c3cc(-c4ccc(F)cc4)[nH]n3)C2)cc1 (stereo not drawn)	-10%
CCOc1ccc(OCCOCCn2c(-c3ccc(Cl)cc3)nc3ccccc3c2=O)cc1	u
O=C(c1noc2c1CCCCC2)N1CCN(c2cccc(Cl)c2)CC1	6%
CC1=C[C@@H](CN2CCC(C(N)=O)CC2)[C@H](C(C)C)C[C@H]1Cc1nnc(-c2cncn2C)o1	u
COc1ccc(-c2cc([C@H]3CN4CC[C@H]3C[C@@H]4CNC(=O)Nc3ccccc3)n(C)n2)cc1	u
CN(C(=O)c1oc(=O)c2ccccc2c1-c1ccccc1)c1cccc(Cl)c1	u
COc1ccc(C2Cn3nnc(C(=O)N4CCN(C(=O)CCc5ccccc5)CC4)c3CO2)cc1 (stereo not drawn)	u
CCc1nnc([C@@H]2CC(F)(F)CN2C(=O)C2CC2)o1	35%[activator]
CN(C)c1cccc(-c2n[nH]c3c2CC(=O)N(CC2CC2)C3)c1	u
CNC(=O)[C@@H]1C[C@@H](O)CN1C1CCN(C(=O)CC2CCCC2)CC1	-12%
O=C(NCc1ccc(F)cc1)[C@H]1CN2CCC1C[C@@H]2Cn1cc(CO)nn1 (stereo partly drawn)	10%[44.1 µM]
